Assay outcomes deposited in PubChem BioAssay by National Center for Advancing Translational Sciences (NCATS).
UDG counterscr: UDG inhibition counter-screen. 0.14% of 91,000 active. AID 1347430. FRET deamination/UDG coupled assay, UDG read, 4 h. Potency, µM (highest dose often 115 µM), inactives show top-dose activity change, negative = inhibition, actives largely listed as inhibitors; note: nearly all actives have a fitted effect of over 65% in size
AID inh: blocks human AID cytidine deaminase activity; AID deamination FRET fluorescence, UDG-coupled, 4 h; Potency, µM (titrated, usually from 115 µM), inactives show at the highest dose activity change, negative = inhibition, usual class: inhibitors; 0.32% of 91,000 active; AID 1347428; note: nearly all actives have a fitted effect of over 25% in size
Target sequence (Q9GZX7 whole entry, looked up): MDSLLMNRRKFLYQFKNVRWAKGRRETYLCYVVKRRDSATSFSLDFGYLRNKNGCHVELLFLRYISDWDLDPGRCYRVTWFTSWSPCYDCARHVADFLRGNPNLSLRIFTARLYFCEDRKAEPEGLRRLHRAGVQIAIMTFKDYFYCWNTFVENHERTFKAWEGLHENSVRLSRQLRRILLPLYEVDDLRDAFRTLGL
* hit, by the source's call; ? = inconclusive; [ ] = remark or other dose. Calls come from the whole dose curve; as a rule, active = well fitted curve in the direction sought with a large enough effect; inconclusive = small, poorly fitted or top-dose-only effect, or another doubt; inactive = no such curve, though single readings can be large; an effect the other way counts as inactive or inconclusive. % is set by controls: 0 for no effect and ±100 for the full control effect; potency is the fitted concentration of half-maximal effect.

SMILES	UDG counterscr	AID inh
Clc1ccccc1-c1nnc(SCc2nc(-c3ccccc3)no2)n1-c1ccccc1	79µM*	?
N#C/C(=C\c1cn(CC(=O)NCc2ccco2)c2ccccc12)C(=O)NCc1ccco1	2%	24%
COc1ccc2c(c1)c(=O)c(C(=O)c1ccccc1)cn2CC(=O)Nc1ccc2c(c1)OCCO2	-7%	-9%
COc1ccc(-c2nc(-c3ccccc3)c(-c3ccccc3)[nH]2)cc1Br	-15%	12%
CCC(CC)C(=O)Nc1ccccc1C(C)CC (configuration not stated)	6%	8%
Cc1ccc(NC(=O)c2cnc(N3CCCCC3)c3ccccc23)c(C)c1	0%	34%[activator]
Cc1ccc2c(=O)cc(C(=O)Nc3nc4ccc(Cl)cc4s3)oc2c1C	-14%	?
O=C(CCc1c[nH]c2ccccc12)NCCC12CC3CC(CC(C3)C1)C2	-13%	-18%
CCCS(=O)(=O)NCc1nnnn1-c1ccc(OCC)cc1	0%	-4%
COc1ccc(CCNc2nc3ccc(Cl)cc3n3cnnc23)cc1OC	0%	8%
COc1ccc(CC(=O)NCCS(=O)(=O)N2CCN(c3ccc(F)cc3)CC2)cc1OC	-3%	2%
COC(=O)COc1ccc2c(c1)O/C(=C\C1=Cc3ccccc3OC1C)C2=O (configuration not stated)	1%	12%
Cc1oc(-c2ccccc2)nc1C(=O)OCC(=O)NCc1ccc(F)cc1	19%	6%
CCC(=O)Oc1ccc2cc(-c3ccccc3)c(=O)oc2c1	-4%	0%
CCc1cccc2c(/C=C(/C#N)c3nc4cc(C)c(C)cc4[nH]3)c[nH]c12	-12%	2%
COc1ccc(NC(=O)C(NS(=O)(=O)c2ccc3c(c2)CCCC(=O)N3)C(C)C)c(OC)c1 (configuration not stated)	1%	2%
C=C(C)CN(CC)C(=O)CN1CCC(C(=O)NCCCO)CC1	-1%	5%
Cc1ccc2oc(-c3cc(NC(=O)c4ccco4)ccc3Cl)nc2c1	-14%	-4%
CN(C(=O)c1cc2ccccc2o1)C(c1cccc(F)c1)c1ccccn1 (configuration not stated)	1%	-5%
N#C/C(=C\c1ccccc1OCc1ccccc1F)C(=O)Nc1ccccc1C(F)(F)F	1%	-6%
COCCCNC(=O)c1ccc(Cn2c(=O)c3ccccc3n(Cc3ccccc3C)c2=O)cc1	-9%	13%
CCOC(=O)c1c(SCC(=O)Nc2nc3ccc(C)cc3s2)nc(=O)[nH]c1C	-2%	4%
CCc1ccc(NCc2cc3ccc(OC)cc3n(CC(=O)Nc3c(C)cc(C)cc3C)c2=O)cc1	0%	11%
Cc1ccc(-n2nc(C)c3nc(CCC(=O)Nc4cccc(C)c4C)c(=O)n(C)c32)cc1	2%	6%
Cc1nc2cccnc2n1-c1cc(C(=O)Nc2ccc(F)cc2Cl)ccc1Cl	7%	1%
COc1ccc(CC(=O)NO)cc1	-3%	2%
CCNc1c(NC(=O)Nc2cccc(Cl)c2)c(=O)oc2ccccc12	2%	-11%
COc1cc(C#N)cc(Cl)c1OCc1ccc(C#N)cc1	0%	1%
CC1CCN(C(=O)CSc2nnc(-c3ccccc3)o2)CC1	1%	1%
CN(Cc1ccccc1)C(=O)c1cc(-c2cccc(Cl)c2)on1	-3%	-17%
CCC1(C)CC(=O)c2c(ccc3oc(C(=O)Nc4ccc(C(C)=O)cc4)c(C)c23)O1 (configuration not stated)	9%	-15%
O=C(c1ccccc1)N1CCN(CCc2ccccn2)CC1	-7%[57.5 µM]	19%[57.5 µM]
COc1ccc(N(C(=O)c2ccccc2C)S(=O)(=O)c2ccc3c(c2)n(C)c(=O)n3C)cc1	19%	34%[activator]
O=C(O)C(CO)NS(=O)(=O)c1ccc(Br)cc1 (configuration not stated)	3%	-1%
CCNC12CC3CC(CC(C3)C1)C2	-2%	-9%
C=CCNC(=O)NC(=O)CN(CC(=O)Nc1c(C)cccc1C)CC(=O)Nc1c(C)cccc1C	-3%	-4%
O=C1N(CCc2ccccc2)c2ccccc2C1(O)c1c[nH]c2ccccc12 (configuration not stated)	2%	3%
COc1cccc(Oc2c(C)oc3cc(OS(C)(=O)=O)ccc3c2=O)c1	0%	-6%
CC(CNC(=O)c1nn(C)c(=O)c2ccccc12)N1CCCC1 (configuration not stated)	7%	2%
C#CCNC(=O)CN1CCC(CN2CCCCCC2)CC1	0%	9%
CCC1CCC(N(C)C(=O)c2ccc(OC(F)F)cc2)CC1 (configuration not stated)	-7%	0%
Cc1cccc(Nc2nc(-c3ccc(C)cc3C)cs2)c1	-10%	-13%
COc1cccc(CC(=O)Nc2c(C(=O)N3CCN(c4ccccc4F)CC3)oc3ccccc23)c1	5%	?
CCCc1nn2c(=O)cc(COC(=O)c3cccc(NC(=O)COc4ccc(F)cc4)c3)nc2s1	-6%	37%[activator]
COc1ccc(NC(=O)Nc2nnc(N3CCCC3)s2)cc1OC	-3%	2%
N#Cc1ccc(COC(=O)C2CCCCC2)cc1	-12%	-4%
CN1CCN(C(CNC(=O)c2c(F)cccc2F)c2ccc3c(c2)OCO3)CC1 (configuration not stated)	-16%	-26%
Cc1ccc(C(=O)C(=O)O)cc1	-5%	1%
O=C(NCc1ccc(Cl)cc1)c1ccc2c(c1)NC(=O)C(CS(=O)(=O)Cc1ccc(F)cc1Cl)N2 (configuration not stated)	-1%	111%[activator]
COC(=O)c1ccc(CSc2nc3c([nH]c4ccccc43)c(=O)n2-c2ccc(F)cc2)o1	-16%	13%
CC(NC(=O)/C(=C\c1ccc(Br)cc1)NC(=O)c1ccc(Br)o1)C(=O)O (configuration not stated)	0%	-3%
CC1(C)CCC(NC(=O)C2CCC2)c2ccccc21 (configuration not stated)	-5%	-4%
Cc1c(C#N)c(N)nc2c3c(sc12)NC(=O)CC3c1ccc(F)cc1 (configuration not stated)	5%	-6%
CCOC(=O)c1ccccc1NC(=O)N1CCc2c(sc(C)c2CC)C1c1ccccc1 (configuration not stated)	-13%	-11%
Cc1nc(Cc2nn3c(-c4ccc(Cl)cc4F)nnc3s2)cs1	3%	22%
CCc1ccccc1NC(=O)c1nnn(Cc2ccc(Cl)cc2)c1N	-7%[57.5 µM]	-1%[57.5 µM]
CONC(=O)CCN1C(=O)CSc2ccccc21	3%	4%
CC(Oc1ccc(Cl)cc1Cl)C(=O)NC(c1ccccc1)c1ccccc1 (configuration not stated)	-8%	-4%
CCCCCCCCCCS(=O)CCCl (configuration not stated)	-10%	-9%
CC(=O)Nc1ccc(Nc2cc(C(C)C)nc3c(-c4ccccc4)cnn23)cc1	-8%	-5%

Rewritten as comma-separated lines: part of the list above.
Structure,UDG counterscr,AID inh
CN1CCN(C(CNC(=O)c2c(F)cccc2F)c2ccc3c(c2)OCO3)CC1 (configuration not stated),-16%,-26%
Cc1ccc(C(=O)C(=O)O)cc1,-5%,1%
O=C(NCc1ccc(Cl)cc1)c1ccc2c(c1)NC(=O)C(CS(=O)(=O)Cc1ccc(F)cc1Cl)N2 (configuration not stated),-1%,111%[activator]

Later entries
SMILES	UDG counterscr	AID inh
CCCOc1ccc(C(=O)N(Cc2cccs2)C2CCS(=O)(=O)C2)cc1 (configuration not stated)	15%	-2%
COc1ccccc1CNC(=O)c1ccc2c(c1)N(Cc1c(F)cccc1Cl)C(=O)CS2	-5%	-21%
Cc1nnc(NC(=O)c2csc(NCCC(C)C)n2)s1	2%	-10%
CCOC(=O)c1cnc2c(OC)cccc2c1Nc1cc(C(=O)O)ccc1C	1%	-7%
COC(=O)c1ccc(OC(=O)c2ccc3c(c2)NC(=O)CS3)c(OC)c1	-10%	-1%
O=C(NCc1cccnc1N1CCOCC1)c1cnn(-c2ccc(F)cc2)c1-n1cccc1	-1%	-4%
CCC(=O)NCc1nc2ccccc2n1Cc1ccccc1	1%[57.5 µM]	-10%
CCN(CC)c1nn2c(=O)c(C(=O)NCCc3ccc(C)cc3)cnc2s1	-9%	?
COc1ccc(-n2ncc(C(=O)NCCCN3CCCCC3)c2C2CCN(C(=O)OC(C)(C)C)CC2)cc1	35%[activator]	-1%
Cc1ccc2c(COC(=O)COc3ccc(Br)cc3)cc(=O)oc2c1C	4%	-7%
Nc1cccc(OCCCc2ccccc2)c1	-14%	-7%
COCCn1c(Cc2ccccc2)n[nH]c1=S	7%	-1%
Cc1ccc(OCC(=O)Nc2ccc3nc(SCC(=O)N4CCc5ccccc54)sc3c2)cc1	50%[activator]	13%
CCN(CC)S(=O)(=O)c1ccc2oc(C(=O)Nc3cc(C)ccc3OC)c(C)c2c1	-11%	7%
CCN(Cc1cccs1)C(=O)c1cccc(C#N)c1	-5%	-8%
CC1CCc2nc3ccccc3c(C(=O)Nc3ccc(Br)cc3F)c2C1 (configuration not stated)	-11%	-3%
Cc1ccc(NC(=O)COC(=O)c2cccc3c(=O)c(C)c(-c4ccccc4)oc23)cc1	4%	-3%
Cc1ccc(-n2nc(CO)c(C(=O)NCc3ccccn3)n2)cc1C	4%[57.5 µM]	5%
COc1ccc(NC(=O)C2CCN(C(=O)N3CCOc4ccccc43)CC2)cc1	3%	-13%
COc1ccc(OC)c(NCc2cccn2-c2nnc(N3CCC(C)CC3)s2)c1	-3%	53%[activator]

Some of these compounds in order of the AID inh value, ascending.
SMILES	AID inh
Cc1nc2cccnc2n1-c1cc(C(=O)Nc2ccc(F)cc2Cl)ccc1Cl	1%
CCOC(=O)c1c(SCC(=O)Nc2nc3ccc(C)cc3s2)nc(=O)[nH]c1C	4%
CCc1ccc(NCc2cc3ccc(OC)cc3n(CC(=O)Nc3c(C)cc(C)cc3C)c2=O)cc1	11%
COC(=O)COc1ccc2c(c1)O/C(=C\C1=Cc3ccccc3OC1C)C2=O (configuration not stated)	12%

Additional results follow.
SMILES	UDG counterscr	AID inh
COC(=O)c1ccc(Oc2nc3c(c(=O)n(C)c(=O)n3C)n2C(C)C)cc1	0%	-8%
CCCC1CCC(c2ccc(OC(=O)c3ccco3)cc2)CC1 (configuration not stated)	-4%	-4%
CC1CCC(NC(=O)c2ccc(CS(=O)(=O)c3cccc(C(F)(F)F)c3)o2)CC1 (configuration not stated)	-2%	22%
Cc1cc(-c2ccc(C)c(S(=O)(=O)NCC3CCN(Cc4ccc(F)cc4)CC3)c2)on1	-10%	-20%
C=CCNC(=S)NNC(=O)C(C)C	-7%	3%
CCNC(=O)c1ccccc1OCc1ccc(Cl)cc1	1%	-4%
Clc1cccc(Nc2nc(NC3CCCCCC3)nc3c2cnn3-c2ccccc2)c1	-6%	-10%
CC(=O)c1ccc(OCc2cccc(C(N)=O)c2)cc1	7%	5%
COc1ccccc1Cc1nc2ccccc2nc1SCC(=O)Nc1ccccc1C(F)(F)F	-1%	15%
CCCNC(=O)C1CCN(Cc2cc3ccccc3n2Cc2ccccc2)CC1	-23%[57.5 µM]	-18%
O=C(O)CCC(=O)CCC(=O)c1cccs1	-5%	1%
Nc1c(C(=O)NCc2ccccc2)nnn1Cc1cccc(Br)c1	-13%	10%
CCOc1ccc(-n2c(=O)c3c(C)c(C)sc3n(CC(=O)Nc3ccc(CC)cc3)c2=O)cc1	?	?
Cc1cccc(C(=O)Nc2cccc(OCc3cc(=O)n4c(C)csc4n3)c2)c1	-1%	-26%
COc1ccc2c(c1)c1c(c(=O)n(-c3ccccc3C)c(=O)n1Cc1ccccc1C)n2C	5%	10%
CC1CCN(C(=O)C(C)Nc2ccc3oc(C4CC4)nc3c2)CC1 (configuration not stated)	-5%	2%
Cc1ccccc1CC1C(=O)Nc2ccc(Br)cc21 (configuration not stated)	-14%	4%
CC1=C(C(=O)OC2CCCCC2)C(c2ccc(O)cc2)C2=C(CC(C)(C)CC2=O)N1 (configuration not stated)	-4%	-7%
O=S(=O)(NCC(c1ccco1)N1CCOCC1)c1cc(F)ccc1F (configuration not stated)	-8%	14%
Cc1ccc(C(NC(=O)C(C)C)c2cccnc2)cc1C (configuration not stated)	6%	1%

Of the compounds above, these have a CF3 group.
SMILES	UDG counterscr	AID inh
N#C/C(=C\c1ccccc1OCc1ccccc1F)C(=O)Nc1ccccc1C(F)(F)F	1%	-6%
CC1CCC(NC(=O)c2ccc(CS(=O)(=O)c3cccc(C(F)(F)F)c3)o2)CC1 (configuration not stated)	-2%	22%
COc1ccccc1Cc1nc2ccccc2nc1SCC(=O)Nc1ccccc1C(F)(F)F	-1%	15%

4 records picked at random from those above, as already listed:
SMILES	UDG counterscr	AID inh
CC(=O)c1ccc(OCc2cccc(C(N)=O)c2)cc1	7%	5%
CC(Oc1ccc(Cl)cc1Cl)C(=O)NC(c1ccccc1)c1ccccc1 (configuration not stated)	-8%	-4%
CCC1(C)CC(=O)c2c(ccc3oc(C(=O)Nc4ccc(C(C)=O)cc4)c(C)c23)O1 (configuration not stated)	9%	-15%
N#Cc1ccc(COC(=O)C2CCCCC2)cc1	-12%	-4%

Continued:
SMILES	UDG counterscr	AID inh
O=C(C(Sc1nc2cc(S(=O)(=O)N3CCCCC3)ccc2o1)c1ccccc1)N1CCCC1 (configuration not stated)	2%	-12%
Cc1nc(Nc2ccc(F)cc2F)sc1C(=O)Nc1ccccc1	-5%	-4%
Cc1coc2c(C)c3oc(=O)c(CC(=O)NCc4ccccc4)c(C)c3cc12	7%	8%
CCOc1ccc(N2C(=O)CS(=O)(=O)C23C(=O)N(Cc2cccc(Cl)c2)c2ccccc23)cc1 (configuration not stated)	-2%	6%
O=C(Nc1c(C(=O)N2CCC(N3CCCCC3)CC2)oc2ccccc12)c1c(F)cccc1F	-1%	25%
Cc1ccc(C)c(NC(=O)CN2C(=O)CSc3nc(C)cc(C)c32)c1	-1%	-1%
O=C(Nc1ccccc1C(F)(F)F)C1CCN(S(=O)(=O)Cc2ccccc2)CC1	48%[activator]	0%
O=C(CNC(=O)N1CC(=O)Nc2ccccc21)Nc1ccc2c(c1)OCO2	-7%	30%[activator]
N#Cc1ccccc1NC(=O)c1ccco1	-1%	-1%
Cc1ccc(-c2cc(-c3ccccc3)c(C#N)c(SCC(O)CS(=O)(=O)Cc3ccccc3)n2)cc1 (configuration not stated)	-10%[57.5 µM]	-25%[57.5 µM]

These rows are one share of the data; rates above refer to the full screens.
